# Screens deposited in PubChem BioAssay by Sanford-Burnham Center for Chemical Genomics.
# Jurkat NFkB inh: lowers PMA/ionomycin-induced NF-kB signal in Jurkat cells. 330,000 tested, 0.53% active. PMA/ionomycin-induced NF-kB luciferase reporter, luminescence. inhibition, % at 4 µM; in the data active means inhibition above about 50%
# Mdm2 MdmX PPI: human Mdm2/MdmX binding inhibition | inhibition, % at 8 µM | SaOS-2 split-luciferase Mdm2/MdmX complementation, luminescence | 330,000 tested, 3% active | O15151+Q00987 | AID 485346;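 active means inhibition of at least 50% at 8 µM in the primary screen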
# CCR6 antag: blocks CCL20-driven beta-arrestin recruitment at human CCR6; 340,000 tested, 0.49% active; inhibition, % at 20 µM; AID 493098; CHO-K1 CCR6 PathHunter beta-arrestin, luminescence, CCL20-stimulated;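 active means compounds whose inhibition of the agonist-driven luminescence signal at 20 µM reaches about 50%, limit read from the data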;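 further: cells stimulated with CCL20 at 14 nM final; plate controls were DMSO with CCL20 for no effect and DMSO without agonist for full effect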
# Target sequence (P51684 whole entry, looked up): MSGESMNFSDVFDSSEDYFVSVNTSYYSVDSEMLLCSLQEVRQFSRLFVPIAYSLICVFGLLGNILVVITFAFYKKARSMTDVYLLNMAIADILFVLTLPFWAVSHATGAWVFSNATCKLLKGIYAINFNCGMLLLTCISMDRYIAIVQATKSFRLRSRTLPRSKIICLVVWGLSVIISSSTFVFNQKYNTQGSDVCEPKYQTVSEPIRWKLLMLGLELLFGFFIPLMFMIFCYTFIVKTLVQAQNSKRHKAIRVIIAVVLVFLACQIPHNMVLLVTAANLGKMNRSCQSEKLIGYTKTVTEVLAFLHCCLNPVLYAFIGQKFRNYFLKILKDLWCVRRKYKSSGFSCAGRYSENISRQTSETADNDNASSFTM
# UPR XBP1 act: activators of adaptive arm of unfolded protein response (XBP1) | CHO-XBP1 luciferase reporter, IRE1-XBP1 UPR activation, luminescence; percent of tunicamycin response, DMSO as zero | activation, % at 20 µM | 330,000 tested, 0.33% active | AID 463104;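 active means versus positive control, 20 µM dose yields 30% or more activation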;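 further: 100% = tunicamycin at 10 µg/mL and 0% = DMSO only wells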
#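 Test system: CHO-XBP1 luciferase reporter cells | Buffer or medium: Serum-containing F12 medium, 10% FBS | Schedule: 6 h compound exposure at 37 °C, 5% CO2 | Detection: Steady-Glo luciferase glow luminescence, 10 min after reagent addition | Read-out basis: Activation, % of tunicamycin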
# CHOP UPR activ: activators of apoptotic arm of unfolded protein response (CHOP); CHO-CHOP luciferase reporter, UPR activation, luminescence; percent of tunicamycin response over DMSO baseline; activation, % at 10 µM; 330,000 tested, 0.34% active;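 active means at 10 µM dose, activation of 40% or more, normalized to positive control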;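 further: 100% = tunicamycin at 10 µg/mL and 0% = DMSO alone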
#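 Material: CHO-CHOP cells, stable luciferase reporter of PERK-eIF2a-CHOP signalling; quantity: 500 reporter cells seeded per well; buffer or medium: F12 medium containing 10% fetal bovine serum; compound: one dose, 10 µM in 0.5% DMSO; incubation: 6 h compound treatment, 37 °C; measured by: Steady-Glo luciferase luminescence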
# Gli-Sufu block: Gli-Sufu pathway antagonism | Sufu-KO-LIGHT fibroblasts, Gli luciferase reporter luminescence | inhibition, % at 5 µM | 340,000 tested, 0.74% active;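 active means inhibition above about 55%, limit read from the data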;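 further: 0% = DMSO-treated cells and 100% = wells with medium but no cells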
# EBI2 block: antagonists of human EBI2 receptor | P32249 | EBI2 beta-arrestin recruitment, luminescence, 7a,25-OHC stimulated | inhibition, % at 5 µM | 360,000 tested, 0.81% active | AID 651636; in the data active means inhibition above about 38%;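 further: enzyme fragment complementation signal reports receptor beta-arrestin coupling in cells; 0% = agonist plus DMSO wells and 100% = wells without agonist; some results beyond the cut were filed as inactive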
# Target sequence (P32249 whole entry, looked up, the tested form may be a part): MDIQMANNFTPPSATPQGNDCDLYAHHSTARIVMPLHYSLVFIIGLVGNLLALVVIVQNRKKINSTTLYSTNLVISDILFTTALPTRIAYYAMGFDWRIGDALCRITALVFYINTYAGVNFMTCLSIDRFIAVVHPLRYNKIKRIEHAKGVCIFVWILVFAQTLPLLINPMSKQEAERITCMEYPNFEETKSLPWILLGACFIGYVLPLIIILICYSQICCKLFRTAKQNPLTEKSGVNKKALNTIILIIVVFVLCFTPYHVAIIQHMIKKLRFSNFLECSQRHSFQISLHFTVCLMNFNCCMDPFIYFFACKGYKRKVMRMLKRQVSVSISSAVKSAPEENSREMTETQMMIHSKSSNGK
# 697 NFkB inh: inhibitors of the PMA/ionomycin-induced NF-kB reporter in 697 B cells; 697 B-cell NF-kB luciferase reporter, 16 h; inhibition, % at 4 µM; 330,000 tested, 0.33% active; AID 435022; in the data active means inhibition above about 35%
# CXCR6 block: inhibitors of human CXCR6 receptor; CHO-K1 PathHunter CXCR6 beta-arrestin, luminescence; inhibition, % at 20 µM; 360,000 tested, 0.36% active; AID 602244; in the data active means inhibition above about 34%, passing the limit was not always enough;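 further: antagonist mode with CXCL16 agonist at 10 nM final; 0% = 10 nM CXCL16 with DMSO and 100% = unstimulated wells without agonist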
# Target sequence (O00574 whole entry, looked up): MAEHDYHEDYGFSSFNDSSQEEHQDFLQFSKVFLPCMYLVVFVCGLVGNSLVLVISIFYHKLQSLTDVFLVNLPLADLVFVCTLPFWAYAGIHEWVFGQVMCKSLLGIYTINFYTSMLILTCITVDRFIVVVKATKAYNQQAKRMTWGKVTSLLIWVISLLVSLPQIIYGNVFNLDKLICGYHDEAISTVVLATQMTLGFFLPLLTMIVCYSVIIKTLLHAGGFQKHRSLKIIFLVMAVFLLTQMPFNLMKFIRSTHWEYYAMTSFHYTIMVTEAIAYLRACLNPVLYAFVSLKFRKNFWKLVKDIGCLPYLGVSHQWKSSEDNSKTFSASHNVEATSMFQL
# An asterisk follows results filed as active; nt = no result given. The order is random (roughly 5% active in at least one column).
SMILES,Jurkat NFkB inh,Mdm2 MdmX PPI,CCR6 antag,UPR XBP1 act,CHOP UPR activ,Gli-Sufu block,EBI2 block,697 NFkB inh,CXCR6 block
Cc1cccc(CSc2nc3c(c(=O)n2C)SCC3)c1,5,12,11,0,-1.5,13,-24,1,2
CC(C)c1ccc(C2(C)NC(=O)N(CC(=O)N3CCN(C(=O)c4cccs4)CC3)C2=O)cc1 (stereo not drawn),-9,7,-5,1,-2.9,-1,-2,9,3
O=C(COc1ccc(Br)cc1)NNC(=S)NCc1ccccc1,10,0,12,3,-1.4,22,0,-4,3
CSCC[C@H](NC(=O)C1CCN(C(=O)[C@H](Cc2ccccc2)NS(=O)(=O)c2ccc(C)cc2)CC1)C(=O)O,-6,2,6,-3,-1.1,-5,-6,3,-1
O=C(NC(=S)NCc1ccc(F)cc1)c1ccccc1,-1,17,15,-1,0.5,-3,-2,-34,6
Brc1cc2c(cc1COc1ccc(-c3nn[nH]n3)cc1)OCO2,8,-16,-7,0,2.1,4,13,-4,0
Cc1ccc(N2C(=O)CC(NNC(=O)Cc3ccc(F)cc3)C2=O)cc1Cl (stereo not drawn),7,8,12,0,1.0,2,-10,-1,-6
CC(C)OCCCNC(=O)c1ccc(CS(=O)(=O)c2cccc(C(F)(F)F)c2)o1,15,-6,-1,-3,0.5,54,-6,1,-1
Cn1cnc2c1c(=O)n(Cc1ccc(F)cc1Cl)c(=O)n2C,2,-13,-4,-2,-2.3,5,-3,-12,4
O=C(OC1CCCCC1)c1ccc(NC(=O)C2CCCCC2)cc1,-26,-2,-2,-1,1.3,-7,-7,-59,-3
COC(=O)c1ccc(C2/C(=C(\O)c3cccc(OC)c3)C(=O)C(=O)N2CCCN2CCOCC2)cc1 (stereo not drawn),10,11,4,1,0.1,-4,-13,-2,-4
O=C(COC(=O)CCOc1ccccc1)Nc1ncc(Cl)cc1Cl,1,18,2,-3,-2.5,-12,-15,25,0
CC1CCCC(C)N1CCNC(=O)Cn1nc(-c2ccccc2)ccc1=O (stereo not drawn),7,6,10,0,-0.7,6,-7,3,0
O=C(N/N=C/c1ccc(N2CCCC2)c([N+](=O)[O-])c1)c1cccnc1,10,12,16,6,1.6,-11,-7,22,-4
O=C(O)C1CCC(Cn2c(SCc3cc(=O)n4cc(Br)ccc4n3)nc3ccsc3c2=O)CC1 (stereo not drawn),-2,16,-6,5,-0.4,19,5,13,10
CC1CN(C(=S)Nc2cccc([N+](=O)[O-])c2)CC(C)O1 (stereo not drawn),3,4,-7,-4,2.2,18,-17,3,2
O=C(NNC(=O)C12CC3CC(CC(C3)C1)C2)c1cnccn1,-1,10,10,3,0.9,3,4,2,13
COC1(OC)N=C(N)C2(C#N)C(c3ccc(C)cc3)C12C#N (stereo not drawn),-9,12,11,-7,1.8,-22,-2,7,-1
Cc1nnc2n(c1=O)C(CS(=O)(=O)c1ccccc1)CS2 (stereo not drawn),-9,-12,-2,1,-1.7,3,-7,4,0
O=c1cc(O)c2c(=O)n(-c3ccccc3)c3ccccc3c2o1,14,-6,-1,3,-0.5,-2,-2,-8,-8
CCC(C)(C)NC(=O)CN(Cc1ccc(F)cc1)C(=O)CCC(=O)Nc1ccccn1,-5,-13,-4,3,0.2,-6,1,7,0
CCNC(=O)C(=O)NCC1OCCCN1S(=O)(=O)c1ccc(F)cc1C (stereo not drawn),-11,-14,-5,-2,-1.0,-1,-9,-49,-2
O=C(Nc1cccc(S(=O)(=O)N2CCOCC2)c1)c1ccc(Cl)nc1,14,-7,11,-5,1.1,-2,-2,-22,-6
COc1ccccc1OCc1cc(C(=O)N(C)CCC2CCCCO2)no1 (stereo not drawn),-92,-68,5,-3,4.2,-78,0,-86,0
O=C(COC(=O)c1cc(Cl)cc(Cl)c1)NCCN1C(=O)CSC1=O,13,16,-19,3,-0.9,-6,-6,22,9
COc1ccc(CC(NC(C)=O)C(=O)NC2CCN(C(=O)c3ccc(Cl)cc3)CC2)cc1 (stereo not drawn),15,8,-1,-3,1.0,-12,4,18,1
CN(C)C(=O)COC(=O)c1cccc(CN2C(=O)c3ccccc3C2=O)c1,0,-6,17,1,-2.1,-5,10,10,6
CCC(C)NC(=O)Cn1c(-c2ccccc2)cc(C(C)=O)c1C (stereo not drawn),-22,7,9,-1,-0.3,5,-38,-13,-5
O=C(COc1ccccc1[N+](=O)[O-])Nc1ccc(NC(=O)c2cc3ccccc3o2)cc1,-3,54*,13,13,0.0,-24,-1,-8,4
Cc1ccc(C(=O)CC2C(=O)N(c3ccccc3)C(=S)N2c2ccccc2)cc1 (stereo not drawn),1,19,-1,1,-1.6,7,-3,16,9

# Shown with bars between the fields: 2 of the compounds above
molecule | Jurkat NFkB inh | Mdm2 MdmX PPI | CCR6 antag | UPR XBP1 act | CHOP UPR activ | Gli-Sufu block | EBI2 block | 697 NFkB inh | CXCR6 block
CSCC[C@H](NC(=O)C1CCN(C(=O)[C@H](Cc2ccccc2)NS(=O)(=O)c2ccc(C)cc2)CC1)C(=O)O | -6 | 2 | 6 | -3 | -1.1 | -5 | -6 | 3 | -1
O=C(NC(=S)NCc1ccc(F)cc1)c1ccccc1 | -1 | 17 | 15 | -1 | 0.5 | -3 | -2 | -34 | 6

# Next results follow:
SMILES,Jurkat NFkB inh,Mdm2 MdmX PPI,CCR6 antag,UPR XBP1 act,CHOP UPR activ,Gli-Sufu block,EBI2 block,697 NFkB inh,CXCR6 block
CCCCOc1ccccc1C1C(C(N)=O)=C(C)Nc2nnnn21 (stereo not drawn),5,-11,7,-4,-0.8,-2,-2,-1,0
Cc1cc(C(=O)CSc2nnc(Nc3ccccc3F)s2)c(C)n1CC1CCCO1 (stereo not drawn),nt,nt,21,nt,nt,5,9,nt,-4
O=C(c1cc(C2CC2)on1)N1CCN(C(c2ccccc2)c2ccccc2)CC1,-2,-11,17,-3,2.1,15,13,-8,13
CC(C)(C)C(=O)NCCN1C(=O)S/C(=C\c2ccc([N+](=O)[O-])cc2)C1=O,-13,26,-8,-2,-3.6,11,-10,-2,-16
CCCCC(=O)N1CCCC(C)C1 (stereo not drawn),-18,-32,8,-2,1.4,-24,-7,-8,4
COc1ccccc1NC(=O)CSc1nnc(COc2ccccc2C)o1,-9,5,10,-7,-2.7,-7,-7,-1,-2
O=C(Sc1ccccc1)c1cccc(Cn2cc(C(F)(F)F)ccc2=O)c1,-3,29,10,5,3.5,11,2,-13,23
COc1cccc(CNC(=O)CCC2CCCN(c3cc(C)nc(N4CCCC4)n3)C2)c1 (stereo not drawn),4,5,11,-3,3.4,22,22,-11,2
CC(=O)Oc1cc(C)cc2oc(=O)cc(-c3ccccc3)c12,-7,5,24,1,0.5,-1,10,9,5
Cn1c(SCC(=O)NCc2ccco2)nnc1C1CC1,8,-20,6,0,1.3,1,-2,-1,2
COCCCN(C(=O)Nc1cccc(Cl)c1)C(C)c1ccccn1 (stereo not drawn),4,-9,-5,-3,-0.4,5,3,5,3
COc1ccc(-c2noc(CSc3nnc(-c4ccccc4)n3C)n2)cc1,-4,-6,-3,0,0.0,-1,-20,-20,1
CCN(CC)CCCNC(=O)c1cc(Nc2ccc(OC)cc2OC)nc2ccccc12,-1,-1,1,-6,-0.7,10,-4,3,4
COc1ccc(NC(=O)c2cccn(CC=C(C)C)c2=O)cc1,-25,-9,5,-1,2.0,-24,-5,-39,1
CCc1ccc(CCC(=O)Nc2nccs2)o1,3,-1,14,4,1.4,-8,5,12,3
CCCCCOc1ccc(/C=C/C(=O)NCCc2nc3ccccc3[nH]2)cc1OC,12,26,-1,3,-0.2,6,15,-13,-3
CCC1OC(=O)C(C)C(OC2C[C@@](C)(OC)C(O)C(C)O2)C(C)C(O[C@@H]2OC(C)CC(N(C)C)C2O)[C@](C)(O)CC(C)C(=NOCOCCOC)C(C)C(O)[C@]1(C)O (stereo partly drawn),6,23,-12,-6,2.9,9,1,6,2
NC(=O)C1CCN(C(=O)/C=C/c2cccc(Br)c2)CC1,-6,5,8,-1,1.5,-8,12,-34,-4
O=C(CSc1nc(-c2ccco2)cc(C(F)(F)F)n1)NCCCn1ccnc1,-10,7,-5,0,-1.1,1,-4,-4,48*
CCCC(=O)Nc1nnc(SCC(=O)N2C(C)CCCC2C)s1 (stereo not drawn),-6,7,3,-1,-0.7,-4,-11,-4,3
Cc1cccc(-n2c(C)cc(C(=O)NC3CCCCC3)c2C)c1,-54,-35,12,-2,4.1,37,-5,-55,6
NC1=NC[C@@H](Cc2ccc(O)cc2)N1CCc1cccc2ccccc12,-1,10,9,3,-1.8,5,-11,16,-1
Cn1ccc2ccc(C3=CC(=O)C[C@H](c4ccc(F)cc4)C3)cc21,-5,2,6,2,3.2,-5,55*,-20,7
COc1ccc(OC)c(CN2CCC(Cc3ccccc3)CC2)c1,19,21,13,-3,3.6,25,6,12,2
O=C1c2ccccc2NC2(CCCC2)N1NS(=O)(=O)c1ccccc1,13,-8,9,-3,0.7,-4,-5,11,5
O=C1C=C(c2ccc(Cl)cc2)OC2(CCCC2)O1,-8,-4,-8,2,0.1,-2,12,-5,4

# A draw from above in order of length of the SMILES, smallest number first:
SMILES,Jurkat NFkB inh,Mdm2 MdmX PPI,CCR6 antag,UPR XBP1 act,CHOP UPR activ,Gli-Sufu block,EBI2 block,697 NFkB inh,CXCR6 block
CCCCC(=O)N1CCCC(C)C1 (stereo not drawn),-18,-32,8,-2,1.4,-24,-7,-8,4
O=C(NC(=S)NCc1ccc(F)cc1)c1ccccc1,-1,17,15,-1,0.5,-3,-2,-34,6
O=C(COc1ccc(Br)cc1)NNC(=S)NCc1ccccc1,10,0,12,3,-1.4,22,0,-4,3
O=C(OC1CCCCC1)c1ccc(NC(=O)C2CCCCC2)cc1,-26,-2,-2,-1,1.3,-7,-7,-59,-3
Cc1cccc(-n2c(C)cc(C(=O)NC3CCCCC3)c2C)c1,-54,-35,12,-2,4.1,37,-5,-55,6
O=C(NNC(=O)C12CC3CC(CC(C3)C1)C2)c1cnccn1,-1,10,10,3,0.9,3,4,2,13
COc1ccc(-c2noc(CSc3nnc(-c4ccccc4)n3C)n2)cc1,-4,-6,-3,0,0.0,-1,-20,-20,1
O=C(COC(=O)c1cc(Cl)cc(Cl)c1)NCCN1C(=O)CSC1=O,13,16,-19,3,-0.9,-6,-6,22,9
CCCCCOc1ccc(/C=C/C(=O)NCCc2nc3ccccc3[nH]2)cc1OC,12,26,-1,3,-0.2,6,15,-13,-3
O=C(c1cc(C2CC2)on1)N1CCN(C(c2ccccc2)c2ccccc2)CC1,-2,-11,17,-3,2.1,15,13,-8,13
O=C(N/N=C/c1ccc(N2CCCC2)c([N+](=O)[O-])c1)c1cccnc1,10,12,16,6,1.6,-11,-7,22,-4
CC(C)OCCCNC(=O)c1ccc(CS(=O)(=O)c2cccc(C(F)(F)F)c2)o1,15,-6,-1,-3,0.5,54,-6,1,-1
COc1ccc(CC(NC(C)=O)C(=O)NC2CCN(C(=O)c3ccc(Cl)cc3)CC2)cc1 (stereo not drawn),15,8,-1,-3,1.0,-12,4,18,1
CC(C)(C)C(=O)NCCN1C(=O)S/C(=C\c2ccc([N+](=O)[O-])cc2)C1=O,-13,26,-8,-2,-3.6,11,-10,-2,-16
CC(C)c1ccc(C2(C)NC(=O)N(CC(=O)N3CCN(C(=O)c4cccs4)CC3)C2=O)cc1 (stereo not drawn),-9,7,-5,1,-2.9,-1,-2,9,3
